Hsp70 displacement – Hsp70 inhibitors, probe displacement, primary screen, biochemical, fluorescence polarization (AID 583); Hsp70 fluorescence polarization probe displacement, mP; higher % means a stronger effect; one-dose displacement, % at 20 µM; IC50 in µM for titrated hits; actives 0.06% (n = 140,000); in the data active = displacement above about 50%;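 also: plate controls were vehicle for no effect and reference ligand for full effect; a part of the inactive calls stands beside numbers as strong as those of hits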
MKP-3 inhibition – inhibition of rat DUSP6 enzyme activity – biochemical, in vitro, primary screen (AID 425); recombinant MKP-3 phosphatase activity, fluorescence; higher % means a stronger effect; inhibition, % at 20 µM, or IC50 in µM where a hit was titrated; actives 0.17% (n = 110,000); in the data active = inhibition above about 50%;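 also: plate controls were vehicle for no effect and reference inhibitor for full effect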
The depositor's hits bear a star; & = joins results of further samples. The list is partial (hit frequency here may not be typical).

`CCOC(=O)c1sc(NC(=O)c2ccc(Br)o2)c(C(N)=O)c1C` gave Hsp70 displacement -3.4% and MKP-3 inhibition 13%.
`CC(C)C(=O)Nc1ccc(N2CCN(C(=O)c3cccs3)CC2)cc1` gave Hsp70 displacement 4.0% and MKP-3 inhibition -6%.
`COc1ccc(C2CC(C(F)(F)F)n3nc(C(=O)NCc4cn(C)nc4C)c(Cl)c3N2)cc1` (stereo not given) gave Hsp70 displacement 2.8% and MKP-3 inhibition -2%.
Screening CC(=O)Nc1ccc(C(=O)N2CCN(c3ccccc3)CC2)cc1 returned Hsp70 displacement -1.1% and MKP-3 inhibition 4%.
Screening CCOC(=O)C1CCCN(C(=O)CSCc2ccccc2)C1 (stereo not given) returned Hsp70 displacement -5.0%.
`CCOc1ccccc1NC(=O)c1c(NC(=O)c2ccccc2Br)sc2c1CCC(C)C2` (stereo not given) gave Hsp70 displacement 1.7% and MKP-3 inhibition 1%.
`COc1ccc(C(=O)Nc2cc(C(F)(F)F)cc(C(F)(F)F)c2)cc1Cl` gave Hsp70 displacement 0.9% and MKP-3 inhibition 4%.
Cc1cc(C)cc(N2C(=O)C3C(c4ccccc4Cl)OC4(C(=O)c5ccccc5C4=O)C3C2=O)c1 (stereo not given) was read as Hsp70 displacement 0.6% and MKP-3 inhibition -2%.
CC(=O)NS(=O)(=O)c1ccc(NC(=O)Nc2ccc(Cl)cc2)cc1 was read as Hsp70 displacement -2.0% and MKP-3 inhibition 0%.
`C(=C\c1ccccc1)/C=N/Nc1nnc2c(n1)[nH]c1ccccc12` gave Hsp70 displacement 2.4% and MKP-3 inhibition 1%.
For CCC(=O)N1CCc2cc(S(=O)(=O)NCCC(=O)N3CCN(c4ccccn4)CC3)ccc21 the results were Hsp70 displacement 0.3% and MKP-3 inhibition -11%.
For CC(C)(C)NC(=O)C(c1ccccn1)N(C(=O)c1ccc2c(c1)OCCO2)C1CCCC1 (stereo not given) the results were Hsp70 displacement -4.4% and MKP-3 inhibition 5%.
O=[N+]([O-])c1ccc(NCCNC(=S)Nc2ccc(Cl)cc2)nc1 was read as Hsp70 displacement 5.0% and MKP-3 inhibition 4%.
`Cn1c2c(c(=O)[nH]c1=O)C(c1ccccc1)C1=C(N2)c2ccccc2C1=O` (stereo not given) gave Hsp70 displacement -2.4% and MKP-3 inhibition 0%.
Cc1ccc(C(=O)Nc2nnc(C3CCCCC3)s2)o1 was read as Hsp70 displacement -0.8%.
Screening COC(=O)c1c(-c2ccc3ccccc3c2)csc1N returned Hsp70 displacement -1.2% and MKP-3 inhibition 8%.
For Cc1ccc(N2C(=O)NC(=O)/C(=C\c3ccc(Br)s3)C2=O)cc1 the results were Hsp70 displacement 7.7% and MKP-3 inhibition 8%.
Screening CC(C)C(CCN1C(=O)c2ccccc2C1=O)c1ccco1 (stereo not given) returned Hsp70 displacement 3.2%.
COc1ccccc1NCC(O)Cn1c2ccccc2c2ccccc21 (stereo not given) was read as Hsp70 displacement 2.8%&1.8% and MKP-3 inhibition 2%.
For COC(=O)c1cccc(NC(=O)Cc2coc3cc(OC)ccc23)c1 the results were Hsp70 displacement 2.0% and MKP-3 inhibition 0%.
CC(=O)Nc1ccc(C(=O)Nc2ccc(S(=O)(=O)NCC3CCCO3)cc2)cc1 (stereo not given) was read as Hsp70 displacement 2.5% and MKP-3 inhibition -10%.
For CC(=O)c1ccc(OCC(C)C)c(CN2CCCCC2)c1 the results were Hsp70 displacement 1.2% and MKP-3 inhibition -1%.
Screening O=C(Cc1c(O)c2ccccc2[nH]c1=O)NCCc1ccccc1 returned Hsp70 displacement 6.3% and MKP-3 inhibition 0%.
Screening Cc1ncc(-c2ccc(Br)cc2)cn1 returned Hsp70 displacement 2.4% and MKP-3 inhibition 0%.
Screening CCn1c(-c2c[nH]c3ccccc23)n[nH]c1=S returned Hsp70 displacement 2.0% and MKP-3 inhibition 0%.
COc1ccccc1C1C(C(=O)NCc2ccccc2)=C(C)Nc2ncnn21 (stereo not given) was read as Hsp70 displacement 0.4% and MKP-3 inhibition 1%.
For Cc1c(C(=O)N2CCC(C)CC2)oc2ccc(S(=O)(=O)N3CCC4(CC3)OCCO4)cc12 the results were Hsp70 displacement 5.5%.
Screening Cc1c(C#N)c2ccccc2n1CCOc1ccccc1F returned Hsp70 displacement 1.3% and MKP-3 inhibition -12%.
For COCCNC(=O)C(OC(=O)CC1Sc2ccccc2NC1=O)c1ccncc1 (stereo not given) the results were Hsp70 displacement 3.7% and MKP-3 inhibition -1%.
For COc1ccc(Cl)cc1NC(=O)C1=C(C)NC(=O)NC1c1ccccc1F (stereo not given) the results were Hsp70 displacement 2.9% and MKP-3 inhibition -1%.

Not a retest: entries from further up.
For Cc1c(C(=O)N2CCC(C)CC2)oc2ccc(S(=O)(=O)N3CCC4(CC3)OCCO4)cc12 the results were Hsp70 displacement 5.5%.
Screening Cc1c(C#N)c2ccccc2n1CCOc1ccccc1F returned Hsp70 displacement 1.3% and MKP-3 inhibition -12%.
For COCCNC(=O)C(OC(=O)CC1Sc2ccccc2NC1=O)c1ccncc1 (stereo not given) the results were Hsp70 displacement 3.7% and MKP-3 inhibition -1%.

Entries listed so far that contain fluorine:
`COc1ccc(C2CC(C(F)(F)F)n3nc(C(=O)NCc4cn(C)nc4C)c(Cl)c3N2)cc1` (stereo not given) gave Hsp70 displacement 2.8% and MKP-3 inhibition -2%.
`COc1ccc(C(=O)Nc2cc(C(F)(F)F)cc(C(F)(F)F)c2)cc1Cl` gave Hsp70 displacement 0.9% and MKP-3 inhibition 4%.
Screening Cc1c(C#N)c2ccccc2n1CCOc1ccccc1F returned Hsp70 displacement 1.3% and MKP-3 inhibition -12%.
For COc1ccc(Cl)cc1NC(=O)C1=C(C)NC(=O)NC1c1ccccc1F (stereo not given) the results were Hsp70 displacement 2.9% and MKP-3 inhibition -1%.

Next results:
For COCC(C)n1c(C)cc(C(=O)COC(=O)c2nc3nc(C)cc(C)n3n2)c1C (stereo not given) the results were Hsp70 displacement 0.2% and MKP-3 inhibition -14%.
For CCOC(=O)c1c(NC(=O)c2ccccc2[N+](=O)[O-])sc2c1CCC(C)C2 (stereo not given) the results were Hsp70 displacement 3.5% and MKP-3 inhibition 3%.
CC1(C)CNC(=O)c2sc(N)nc2C1 was read as Hsp70 displacement 2.9% and MKP-3 inhibition 0%.
For Nc1nc(Cl)nc2c1ncn2[C@H]1C[C@H](O)[C@@H](CO)O1 the results were Hsp70 displacement 7.6% and MKP-3 inhibition 0%&5%.
C/C(=C\C(=O)c1ccc(Cl)cc1)Nc1cc(Cl)cc(Cl)c1 was read as Hsp70 displacement -2.9% and MKP-3 inhibition 2%.
For COc1ccc(Br)cc1/C=N\N1CCN(c2ccc(C)cc2)CC1 the results were Hsp70 displacement 4.2% and MKP-3 inhibition 2%.
CCCc1cc(=O)oc2cc(OCC(=O)OC)cc(OCC(=O)OC)c12 was read as Hsp70 displacement 3.9% and MKP-3 inhibition -12%.
For C/C=C/c1ccc(OCCCCN2C(=O)NC(C)(C)C2=O)c(OC)c1 the results were Hsp70 displacement 1.2% and MKP-3 inhibition 0%.
O=C1CC(SCc2nc3ccccc3[nH]2)C(=O)N1c1ccc(Cl)cc1 (stereo not given) was read as Hsp70 displacement 5.3%.
`Cc1ccc(CN2CCN(C(=O)C3CCC3)CC2)cc1` gave Hsp70 displacement 3.7% and MKP-3 inhibition -3%.
Screening O=C(O)CCNc1ccc2c(c1)OCCO2 returned Hsp70 displacement 1.3% and MKP-3 inhibition -3%.
S=c1[nH]nc(-c2ccccc2)n1/N=C/c1ccc(-c2ccccc2Cl)o1 was read as Hsp70 displacement -1.4% and MKP-3 inhibition 0%.
`O=C(/C=C/c1ccc2c(c1)OCO2)N1CCCC1` gave Hsp70 displacement 3.0% and MKP-3 inhibition -1%.
For O=C(CSc1nc2ccccc2c(=O)n1Cc1ccco1)N1CCCCCC1 the results were Hsp70 displacement 2.5% and MKP-3 inhibition 3%.
CCOC(=O)N1CCN(c2c(NCc3ccccc3OC)c(=O)c2=O)CC1 was read as Hsp70 displacement 2.5% and MKP-3 inhibition 4%.

In the list so far, 2 contain a nitro group on carbon:
O=[N+]([O-])c1ccc(NCCNC(=S)Nc2ccc(Cl)cc2)nc1 was read as Hsp70 displacement 5.0% and MKP-3 inhibition 4%.
For CCOC(=O)c1c(NC(=O)c2ccccc2[N+](=O)[O-])sc2c1CCC(C)C2 (stereo not given) the results were Hsp70 displacement 3.5% and MKP-3 inhibition 3%.

(listing goes on)
Cc1cc(Br)ccc1NC(=O)CNC(=O)CN1C(=O)NC2(CCCCCC2)C1=O was read as Hsp70 displacement -0.1% and MKP-3 inhibition -14%.
N=c1c(C(=O)NCc2ccc(F)cc2)cc2c(=O)n3ccccc3nc2n1CC1CCCO1 (stereo not given) was read as Hsp70 displacement -1.7% and MKP-3 inhibition -4%.
Screening CCCN(CCC)c1ccc(/C=N\NC(=O)C2COc3cc4ccccc4cc3O2)cc1 (stereo not given) returned Hsp70 displacement -4.6% and MKP-3 inhibition 6%.
O=C(NCC(c1ccccc1)c1ccccc1)Nc1cccc(Cl)c1 was read as Hsp70 displacement -1.2% and MKP-3 inhibition -5%.
Screening CN(CCNC(=O)C1CC(=O)N(c2ccc(F)c(Cl)c2)C1)Cc1ccccc1 (stereo not given) returned Hsp70 displacement 2.4% and MKP-3 inhibition 8%.
`COC(=O)C1=C(C)OC(N)=C(C#N)C1c1ccccc1` (stereo not given) gave Hsp70 displacement -1.6% and MKP-3 inhibition -3%.
Screening CC(C)c1ccc(NC(=O)C(c2ccccc2)N2CCN(C(=O)c3ccco3)CC2)cc1 (stereo not given) returned Hsp70 displacement -1.3% and MKP-3 inhibition 1%.
For C=CCNC(=O)C(=O)Nc1cc(C)cc(C)c1 the results were Hsp70 displacement 2.0% and MKP-3 inhibition 2%.
For CCCn1c(N)c(C(=O)COC(=O)c2c(C)noc2C)c(=O)n(C)c1=O the results were Hsp70 displacement -5.1% and MKP-3 inhibition -9%.
Screening COc1cccc(-c2csc(N3CCN(C(=O)C4CCCCC4)CC3)n2)c1 returned Hsp70 displacement 1.7% and MKP-3 inhibition -10%.
`O=C(Nc1ncc(Br)s1)C1CCCN1S(=O)(=O)c1cccc2cccnc12` (stereo not given) gave MKP-3 inhibition -5%.
Screening COc1ccc2c(c1)C1=C(CC2)C(c2ccc(N(C)C)cc2)NC(=S)N1 (stereo not given) returned Hsp70 displacement -4.3% and MKP-3 inhibition 0%.
Screening CCOC(=O)c1c(N)sc(C(=O)N2CCCC2)c1C returned Hsp70 displacement 1.2%&-0.2% and MKP-3 inhibition 4%&0%.
For COC(=O)c1ccccc1NC(=O)c1cc(-c2ccc(C)cc2)on1 the results were Hsp70 displacement 1.7%.
For O=C(NN1C(=O)/C(=C/c2cc3c(cc2[N+](=O)[O-])OCO3)SC1=S)c1ccccc1Cl the results were Hsp70 displacement 3.7% and MKP-3 inhibition 9%.

Structures shown so far that have two or more sulfur atoms, in the order listed:
`O=C(Nc1ncc(Br)s1)C1CCCN1S(=O)(=O)c1cccc2cccnc12` (stereo not given) gave MKP-3 inhibition -5%.
For O=C(NN1C(=O)/C(=C/c2cc3c(cc2[N+](=O)[O-])OCO3)SC1=S)c1ccccc1Cl the results were Hsp70 displacement 3.7% and MKP-3 inhibition 9%.

Remaining list, next part:
`COc1ccc(C)cc1S(=O)(=O)N1CCN(S(=O)(=O)c2cc(C)ccc2OC)CC1` gave Hsp70 displacement 3.8% and MKP-3 inhibition -9%.
`CCOCCCNC(=O)C(c1ccc(C)cc1)N1CCOCC1` (stereo not given) gave Hsp70 displacement 2.4% and MKP-3 inhibition 0%.
`N#CC1(C#N)CC(C=O)=C(N)C1(C#N)CC(=O)c1ccc(F)cc1` (stereo not given) gave Hsp70 displacement 20%.
For c1ccc(C2=NC(c3ccccc3)N=C(c3ccccc3)N2)cc1 the results were Hsp70 displacement -3.6%.
For COc1ccc(/C(N)=N/OC(=O)Oc2ccccc2)cc1 the results were Hsp70 displacement -3.3%.
For CC1CCCCC1NC(=O)C1CCN(S(=O)(=O)N2CCCCCC2)CC1 (stereo not given) the results were Hsp70 displacement 3.1% and MKP-3 inhibition -13%.
CN1CCN(C(=O)C2CCN(S(=O)(=O)c3ccc4c(c3)oc(=O)n4C)CC2)CC1 was read as MKP-3 inhibition -17%.
`Cc1cccc(OCc2nnc(SCC(=O)NCCc3ccccc3)o2)c1` gave Hsp70 displacement -4.1% and MKP-3 inhibition -14%.
Cc1onc(-c2ccncc2)c1C(=O)O was read as Hsp70 displacement 8.3% and MKP-3 inhibition -2%.
`CCn1c(CC(=O)Nc2ccc(C)c(Cl)c2)nnc1SCC(=O)Nc1nc(C)cs1` gave Hsp70 displacement -4.5%.
`Cn1c(-c2nc3ccccc3n2C)nc2ccccc21` gave Hsp70 displacement 5.4% and MKP-3 inhibition -1%.
CCC(C)OC(=O)C1=C(C)NC(=O)NC1c1ccccc1F (stereo not given) was read as Hsp70 displacement -3.5% and MKP-3 inhibition 0%.
Screening COC(=O)C1=C(N)OC2=C(C(=O)CC(C)(C)C2)C1c1cccc(C)c1 (stereo not given) returned Hsp70 displacement 1.5% and MKP-3 inhibition 0%.

Source: PubChem (Sanford-Burnham Center for Chemical Genomics)
